# RMI FANCM FP – disruptors of RMI1/RMI2 association with MM2 peptide – biochemical, fluorescence polarization, human, primary screen. 0.58% of 70,000 active. AID 1159607, 2016. RMI core complex with F-MM2 peptide; hits give low values. FP signal (polarization) at 33 µM; in the data active = FP signal below about 40; note: inactives centre near 61; strong numbers were not always called active; unit not given here
# * hit, by the source's call; & = joins results of further samples. Only part of the results is shown; rates above refer to the full screens.
# The first five records, ahead of the listing:
RMI FANCM FP	Structure
61	CN(C)C1CCCC1C(C)(C)OC(=O)c1ccc([N+](=O)[O-])cc1[N+](=O)[O-] (stereo unspecified)
63	O=C(NNC(=O)c1ccc(=O)n(Cc2ccccc2)c1)c1ccc(Cl)cc1
58	Cc1nn(C)c(C(=O)Sc2ccc(C(F)(F)F)cc2)c1[N+](=O)[O-]
54	CCOC(=O)c1csc(NC(=O)C2CCN(S(=O)(=O)c3ccc(F)cc3)CC2)n1
72	O=C1c2ccccc2C(=O)N1CCOCCN1CCOCCOCCN(CCOCCN2C(=O)c3ccccc3C2=O)CCOCCOCC1

# The listing, repeating the preview:
RMI FANCM FP	Structure
61	CN(C)C1CCCC1C(C)(C)OC(=O)c1ccc([N+](=O)[O-])cc1[N+](=O)[O-] (stereo unspecified)
63	O=C(NNC(=O)c1ccc(=O)n(Cc2ccccc2)c1)c1ccc(Cl)cc1
58	Cc1nn(C)c(C(=O)Sc2ccc(C(F)(F)F)cc2)c1[N+](=O)[O-]
54	CCOC(=O)c1csc(NC(=O)C2CCN(S(=O)(=O)c3ccc(F)cc3)CC2)n1
72	O=C1c2ccccc2C(=O)N1CCOCCN1CCOCCOCCN(CCOCCN2C(=O)c3ccccc3C2=O)CCOCCOCC1
60	O=C(NC(c1ccccc1)c1ccccc1)N1CCC(c2nnc(-c3ccco3)o2)CC1
58	COc1ccc(CC(=O)NCCSc2c(-c3ccc(Br)cc3)[nH]c3ccccc23)cc1
47	O=C(OCCN1C(=O)c2cccc3c(N4CCOCC4)ccc(c23)C1=O)c1cccc([N+](=O)[O-])c1
74	O=C(CSc1nnc(-c2ccccc2)o1)Nc1nc(-c2ccccc2)ns1
74	CCc1ccc(S(=O)(=O)Nc2ccc(-c3cn4nc(OC)ccc4n3)cc2)s1
59	Clc1ccc(-c2noc(CN3CCOCC3)n2)cc1
62	CC(=O)Nc1ccc(C(=O)NCCNS(=O)(=O)c2ccc(Cl)cc2)cc1
66	Cc1cc(C(=O)N(CCCN2CCOCC2)c2nc3c(Cl)cccc3s2)on1
68	C=CCn1c(N)c(S(=O)(=O)c2ccc(Cl)cc2)c2nc3ccccc3nc21
59&53	O=c1[nH]cc(C(F)(F)F)cc1[N+](=O)[O-]
59	COC(=O)NC(NC(=O)OC)c1ccc(Br)cc1
70	O=C(CSc1ccc(NC(=O)c2ccccc2F)nn1)Nc1cccc(F)c1
64	CS(=O)(=O)N1CCCC(C(=O)Nc2ccccc2-c2nc3ccccc3[nH]2)C1 (stereo unspecified)
63	Cc1ccc(-c2nnc(NC(=O)COc3ccccc3)o2)cc1C
67	COc1ccc(OC)c(-c2ccc(=O)n(CCNC(=O)Nc3ccccc3OC)n2)c1
68&55	CCOC(=O)C1C(=O)C=C(c2ccc(NS(C)(=O)=O)cc2)CC1c1cccs1 (stereo unspecified)
60	O=C(c1ccc(F)c(F)c1)N1CCC(c2nnc(-c3ccco3)s2)CC1
56	CC(=O)C1=NN(c2ccc(Cl)cc2)C2(S1)c1ccccc1C(C)=NN2c1ccccc1 (stereo unspecified)
66	CSc1ccccc1C(=O)Nc1nnc(-c2ccc3c(c2)OCO3)o1
49	O=C(NCc1cccnc1)Nc1c[nH]c2ccccc12
67	Cc1nc(SCc2ccc(Cl)cc2)[nH]c(=O)c1Oc1ccc(Cl)cc1
46	CS(=O)(=O)/C(C#N)=C/N=S(C)(=O)c1ccsc1 (stereo unspecified)
54	O=C1/C(=C\c2cccs2)SC(=S)N1c1cccc(Cl)c1
58	O=C1N(CN2CCCCCC2)c2ccccc2C12OCCO2
68	COc1cc(OC)cc(-c2noc(-c3sccc3S(=O)(=O)N(C)c3ccc(F)c(F)c3)n2)c1
53	COc1cc(CCC(C)N)ccc1O (stereo unspecified)
72	O=C(CCc1ccc(-c2ccc(Cl)cc2)o1)Nc1nccs1
68	CCn1c(CNC(=O)C23CC4CC(CC(C4)C2)C3)nnc1SCC(=O)Nc1nc2ccccc2s1
59	Cc1ccc(-n2ncc3c(NCCc4ccc(S(N)(=O)=O)cc4)ncnc32)cc1C
59	N#Cc1cnn(-c2ccc(C(F)(F)F)cn2)c1N
60	Cc1cc(C)c2c(=O)c(C3C4=C(CC(C)(C)CC4=O)OC4=C3C(=O)CC(C)(C)C4)coc2c1
84	COc1ccccc1CCNC(=O)C(=O)Nc1ccc(C(N)=O)cc1
59	CC(=O)c1cccc(NC(=O)c2ccc(S(=O)(=O)N3CCCC(C)C3)cc2)c1 (stereo unspecified)
55	Cc1cc(C)c(C#N)c(Sc2ncnc3c2nnn3Cc2ccccc2)n1
59	O=S(=O)(Nc1ccc(Br)cc1)c1ccc(NS(=O)(=O)c2ccc3c(c2)OCCO3)cc1

# Four entries from above, sorted by the value under RMI FANCM FP, ascending.
SMILES | RMI FANCM FP
Cc1cc(C)c(C#N)c(Sc2ncnc3c2nnn3Cc2ccccc2)n1 | 55
CS(=O)(=O)N1CCCC(C(=O)Nc2ccccc2-c2nc3ccccc3[nH]2)C1 (stereo unspecified) | 64
CCn1c(CNC(=O)C23CC4CC(CC(C4)C2)C3)nnc1SCC(=O)Nc1nc2ccccc2s1 | 68
O=C(CSc1ccc(NC(=O)c2ccccc2F)nn1)Nc1cccc(F)c1 | 70

# Taken from above.
# `O=C(OCCN1C(=O)c2cccc3c(N4CCOCC4)ccc(c23)C1=O)c1cccc([N+](=O)[O-])c1` – RMI FANCM FP = 47
# `Cc1cc(C)c(C#N)c(Sc2ncnc3c2nnn3Cc2ccccc2)n1` – RMI FANCM FP = 55
# `Cc1cc(C(=O)N(CCCN2CCOCC2)c2nc3c(Cl)cccc3s2)on1` – RMI FANCM FP = 66

# Later entries.
RMI FANCM FP	Structure
58	N#Cc1c(C2CCCCC2)nc(SCC(=O)Nc2cc(Cl)cc(Cl)c2)[nH]c1=O
66	CCOc1ccc(Nc2nn3c(=O)c4cc(OC)c(OC)cc4nc3s2)cc1
57	CC1=C2C(O)C(=O)OC3CC4C(C)(C)C(=O)C=C[C@]4(C)C(CC1)[C@]23C (stereo partly specified)
56	Cc1cc(C)n(-c2ncc(S(=O)(=O)c3ccc(Cl)cc3)c(N)n2)n1
54&55	COc1ccc(C(=O)NCc2cccnc2)cc1C(=O)NCc1cccnc1
60	Cc1cc(C)c(S(=O)(=O)N2CCCC(C(=O)O)C2)c(C)c1 (stereo unspecified)
72	CCN1CCCc2cc(CCNC(=O)Nc3ccc(OC)c(OC)c3)ccc21
67	CS(=O)(=O)c1ccc(NC(=O)c2cccc3ccccc23)cc1
71	CCn1nc(C)cc1C(=O)Nc1nc(-c2cc3ccccc3oc2=O)cs1
53	CC1CC(=O)N(c2ccc(F)cc2F)C(=O)C1
51	O=S(=O)(NCc1ccc(N2CCOCC2)cc1)c1cccs1
73	COCCn1c(=NC(=O)CSCC(=O)N2CCOCC2)sc2cc(C)ccc21
64	Cc1[nH]c(=O)[nH]c(=O)c1CN1CCOCC1
70	O=C(NCCCn1nc(-c2ccc(F)cc2)ccc1=O)Nc1ccc(F)cc1F
47	CN=c1scc(C)n1/N=C\c1c(Cl)cccc1Cl
53	COc1ccccc1-n1ncc2c(=O)[nH]c(SCC(=O)Nc3cc(C)on3)nc21
49	Cc1[nH]nc(-c2ccc(O)cc2O)c1Oc1ccc(F)cc1
63	CC1CCN(C(C)CNC(=O)Nc2cccc(Cl)c2)CC1 (stereo unspecified)
69	COc1ccc(S(=O)(=O)CC(=O)Nc2nc(-c3cc(Cl)ccc3Cl)cs2)cc1
64	COc1cccc(-n2c(=S)[nH]c3c([nH]c4ccccc43)c2=O)c1

# Random excerpt: two entries already listed, in no set order.
RMI FANCM FP	Structure
66	CCOc1ccc(Nc2nn3c(=O)c4cc(OC)c(OC)cc4nc3s2)cc1
70	O=C(NCCCn1nc(-c2ccc(F)cc2)ccc1=O)Nc1ccc(F)cc1F

# Remaining list, next part
RMI FANCM FP	Structure
59	Cc1ccc(Nc2nc(NCCO)nc3c2cnn3C)c(C)c1
56	O=C1c2ccccc2NC(c2ccccn2)N1CCCN1CCOCC1 (stereo unspecified)
59	Cc1noc(C)c1S(=O)(=O)NCc1cccs1
65	Nc1c(C(=O)NCc2ccc3c(c2)OCO3)sc(=S)n1Cc1ccco1
137	Cc1cccc(NC(=O)Cn2c(C)cc(C)c(-c3nc(-c4ccc(F)cc4)no3)c2=O)c1C
169	COc1ccc(-c2noc(CSc3nc4ccccc4c(=O)n3Cc3ccco3)n2)cc1OC
54	Cc1ccccc1N=C1SCC(=O)N1c1ccccc1C
54	CSC(=NCc1c(N(C)C)cccc1N(C)C)NS(=O)(=O)c1ccccc1
53	COc1cc(NS(=O)(=O)c2ccc3c(c2)OCCO3)ccc1N1CCCC1=O
56	O=C(N/N=C\c1ccc(Cl)cc1)c1cc2cc(OC(F)(F)F)ccc2[nH]1
51	COc1cc(NC(=O)c2c(OC)cccc2OC)ccc1N1CCCCC1=O
70	CC1(C)Cc2c(sc(NC(=O)c3cccs3)c2-c2nc3ccccc3s2)C(C)(C)N1
54	O=C(O)c1ccccc1C(=O)c1ccc(Br)cc1
55	O=C(CSc1ncnc2c1cnn2-c1cccc(Cl)c1)N1CCCC1
54	COc1ccc(-c2cc3ccc4c(c3oc2=O)CN(CC2CCCO2)CO4)c(OC)c1 (stereo unspecified)
66	O=C(c1ccccc1)C1C(=O)N(c2ccccc2)N=C1c1ccccc1 (stereo unspecified)
72	Cn1c(SCc2nc(-c3ccc(F)cc3)no2)nc2cc(-c3ccccc3)sc2c1=O
69	O=C(O)CCCS(=O)(=O)Cc1ccccc1
66	NC(N)=NCCC[C@H](NC(=O)C(N)Cc1ccc(O)cc1)C(=O)O (stereo partly specified)
51	CN(C)C(CC(=O)Nc1ccc(N=Nc2ccccc2)cc1)C(=O)O (stereo unspecified)
71	COc1ccc2nc(-c3ccc(C)c(NS(=O)(=O)c4cc(C)c(C)cc4C)c3)cn2n1
65	COC(=O)c1ccc(NC2SC(=O)NC2=O)cc1 (stereo unspecified)
111	CCN(CC)c1ccc(/C=C/c2cc(-c3ccccc3)nc(-c3ccccc3)c2)cc1
70	C=CCN1C(=O)C(C)(C)COc2cc(NC(=O)C34CC5CC(CC(C5)C3)C4)ccc21
64	c1ccc(-c2nc(SCc3nc4ccccc4[nH]3)oc2-c2ccccc2)cc1
66	CCOC(=O)C1CCCN(C(=O)C(=O)c2cn(CC(=O)N3CCCC3)c3ccccc23)C1 (stereo unspecified)
57	CCCC(=O)NCC(c1ccc(N(C)C)cc1)N1CCN(c2ccc(F)cc2)CC1 (stereo unspecified)
65	COc1ccccc1CNC(=O)Cc1cc(=O)[nH]c(SCc2ccccc2F)n1
54	O=C(NCc1cccs1)c1ccc(N2CCCCS2(=O)=O)cc1
55	CCCOc1cc(Nc2ccc(NS(=O)(=O)c3cccc(Cl)c3)cc2)nc(C)n1
61	N#CSc1cc(SC#N)c(N)nc1N
54	Cc1ncc(CO)c(/C=N\O)c1O
63	Cc1ccc(N2C(=O)C3N=NN(c4cccc(F)c4)C3C2=O)cc1F (stereo unspecified)
74	O=S(=O)(Nc1cccnc1)c1ccc(F)c(Cl)c1
73	COc1ccc(S(=O)(=O)Nc2ccc3c(c2)N(C(=O)C2CCCC2)CC3)cc1
55	COc1ccc(C2Sc3ccccc3N=C3c4ccccc4SCC32)cc1 (stereo unspecified)
58	CCOC(=O)c1cc(C#N)c(Oc2ccc(Cl)cc2)nc1C(F)(F)F
66	C=CCN1C(=O)C(C)(C)COc2ccc(NS(=O)(=O)c3ccccc3Br)cc21
60	O=C(c1ccc(NS(=O)(=O)c2cccc(F)c2)cc1)N1CCC(Cc2ccccc2)CC1
72	O=C(CSc1nc(-c2cccc([N+](=O)[O-])c2)cs1)c1ccc2c(c1)OCCO2
74	COc1ccc(C(=O)Nc2nc(-c3ccccc3)ns2)cc1
62	CCOC(=O)c1ccc2nc(C)cc(NC(=O)c3ccccc3)c2c1
62	CN(C)S(=O)(=O)N1CCN(c2ccccn2)CC1
48	O=C1C(=O)N(CN2CCc3ccccc3C2)c2ccc(Br)cc21
54	O=C(c1ccccc1Br)n1sc(=O)c2ccccc21
71	Cc1ccc(-n2c(SCc3nc(-c4ccc5c(c4)OCO5)no3)nc3ccccc3c2=O)cc1
54	COc1ccc(CC(=O)NNc2nc(N3CCOCC3)nc(N3CCOCC3)n2)cc1
62	CC(=O)N1CCN(Cc2nc(-c3ccco3)cs2)CC1
61	COc1cccc(S(=O)(=O)Nc2ccc(C(=O)N3CCCCC3C)cc2)c1 (stereo unspecified)
68	c1ccc(C[n+]2sc(N(c3ccccc3)c3ccccc3)nc2-c2ccccc2)cc1
63	O=C(NCc1ccccc1Cl)c1c(O)c2ccccc2n(-c2ccccc2)c1=O
61	Cc1cc(C(=O)Nc2c(-c3ccccc3)c(C(F)(F)F)nn2C)no1
62	CCc1nnc(C2CCN(S(=O)(=O)c3ccc(NC(C)=O)cc3)CC2)s1
63	CCn1nc(C)cc1C(=O)Nc1cc(C)nn1-c1nc2ccc(F)cc2s1
65	COc1cccc(CSc2nc(C)c(CC(=O)Nc3ccccc3SC)c(=O)[nH]2)c1
60	C#CCSc1nccc(-c2sc3ccc(Cl)cc3c2C)n1
70	N=C(N)Sc1cn(CC(=O)N2CCOCC2)c2ccccc12
54	CN(C)c1ccc(/C=N\O)c(F)c1C#N
77	O=C(CC1CCCCN1S(=O)(=O)c1ccc(F)cc1)NCCc1ccc(Cl)cc1 (stereo unspecified)
70	O=C(C1CCCO1)N1CCc2ccc(NS(=O)(=O)Cc3ccccc3F)cc21 (stereo unspecified)

# Additional compounds:
RMI FANCM FP	Structure
56	O=C(Nc1ccc(Br)cc1C(F)(F)F)C(Cl)(Cl)Cl
51	COc1cc(OC)cc(C(=O)Nc2nnc(SCc3ccc(C(F)(F)F)cc3)s2)c1
62	COc1coc(C(=O)Nc2ccc(-c3nc4ccc(C)cc4s3)cc2)cc1=O
63	Cc1c(NS(=O)(=O)N2CCCC2)c(=O)n(-c2ccccc2)n1C
67	CCc1cc(=O)[nH]c2nnc(SCC(=O)NC)n12
55	Cc1nnsc1C(=O)N=S(C)(C)=O
64	NC(=O)C1CCN(C(=O)c2ccc(=O)n(Cc3ccc(F)cc3)n2)CC1
57	Cc1cc(C)c(C)c(S(=O)(=O)N2CCC(Cc3ccccc3)CC2)c1C
73	CCOC(=O)c1cnn(C(=O)c2ccc(-n3c(C)ccc3C)cc2)c1N
57	O=C(Nc1nnc(-c2cc(Cl)ccc2Cl)o1)c1ccco1
54&52	Cc1nc(N)nc(COc2ccccc2)n1
53	COCCn1cc(NC(=O)Nc2cccc(C)n2)c2ccccc21
64	COc1ccc(OC)c(S(=O)(=O)N(Cc2ccccc2)Cc2ccccc2)c1
